# VP16 counter: Gal4-VP16 reporter inhibition counter-screen; 310,000 compounds, 3.5% hits; Drosophila S2 Gal4-VP16 UAS-luciferase, luminescence, 20 h; Potency, µM (highest dose often 53.6 µM), without a hit: at the highest dose activity, negative = inhibition, hits mostly inhibitors;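 also: Gal4-VP16 expression switched on by copper sulfate through the metallothionein promoter; potency is read from the fitted curve at half-maximal effect; % is scaled to controls: 0 for no effect and ±100 for the full control effect; nearly all actives have a fitted effect of over 50% in size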
# Menin-MLL TR inh: menin-MLL binding inhibition, Texas Red mutant peptide; Menin + Texas Red MLL mutant peptide, fluorescence polarization; Potency, µM (top dose mostly 61.6 µM), for inactives: top-dose FP activity change, negative = inhibition, hits mostly inhibitors; 270,000 compounds, 0.23% hits; AID 1768; active = well fitted inhibition curve with a large enough effect in the polarisation, with a control signal flat, not every such curve was filed as active; inconclusive = small, poorly fitted or top-dose-only effect, or effect the other way, or a change in a side signal; inactive = no such curve, though single readings can be large or run the other way; the % refers to the polarisation; also: potency is read from the fitted curve at half-maximal effect; % of control where 0% means no effect; many of its hits are not listed in these tables
# Rab9 promoter act: activators of Rab9 promoter; Huh7 Rab9 promoter-luciferase reporter, luminescence, 24 h; Potency, µM (series often up to 9.22 µM), for inactives: at the top dose activation, negative = inhibition, most hits filed as activators; 320,000 compounds, 2.8% hits; also: potency is read from the fitted curve at half-maximal effect; % of control where 0% means no effect; nearly all actives have a fitted effect of over 60% in size
#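 Measured in stably transfected Huh7 cells bearing a Rab9 promoter–luciferase construct: 24 h compound treatment at 37 °C, followed by luminescence detection.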
# FLuc counter: firefly luciferase modulation, counter-screen for miR-21 project; AID 588342; P08659; 360,000 compounds, 6.9% hits; purified FLuc, Km substrates, luminescence inhibition; Potency, µM (highest dose often 57.5 µM), for inactives: top-dose activity change, negative = inhibition, hits mostly inhibitors;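 also: potency is read from the fitted curve at half-maximal effect; plate controls were vehicle for no effect and reference inhibitor for full effect; nearly all actives have a fitted effect of over 55% in size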
# Target sequence (P08659 whole entry, looked up): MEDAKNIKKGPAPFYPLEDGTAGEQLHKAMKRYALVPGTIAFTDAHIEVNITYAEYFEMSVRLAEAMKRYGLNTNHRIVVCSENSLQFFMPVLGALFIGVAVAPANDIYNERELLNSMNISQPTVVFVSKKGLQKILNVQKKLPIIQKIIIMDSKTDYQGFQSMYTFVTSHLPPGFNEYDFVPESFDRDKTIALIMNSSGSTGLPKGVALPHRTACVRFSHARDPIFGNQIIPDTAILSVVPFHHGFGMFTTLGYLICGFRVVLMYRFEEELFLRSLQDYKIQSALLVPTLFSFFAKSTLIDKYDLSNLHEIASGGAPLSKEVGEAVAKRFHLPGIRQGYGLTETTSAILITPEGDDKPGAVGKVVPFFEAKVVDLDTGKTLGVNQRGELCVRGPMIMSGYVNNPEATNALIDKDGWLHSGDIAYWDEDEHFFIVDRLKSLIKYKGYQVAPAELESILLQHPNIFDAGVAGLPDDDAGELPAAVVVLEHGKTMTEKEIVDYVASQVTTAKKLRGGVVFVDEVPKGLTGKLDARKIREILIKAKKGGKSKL
#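 Biochemical qHTS of compounds, final roughly 60 µM downward over six points, against 10 nM purified firefly luciferase using Km concentrations of substrates (10 uM D-luciferin, 10 uM ATP) in Tris acetate pH 7.5 buffer; luminescence output.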
# Mito fusion yeast: inhibitors of mitochondrial division or activators of mitochondrial fusion; S. cerevisiae fusion-defective mutant growth rescue, CellTiterGlo 48 h; AID 485298; Potency, µM (highest dose often 46.1 µM), without a hit: at the highest dose growth rescue (activation), most hits filed as activators; 320,000 compounds, 0.23% hits;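 also: potency is read from the fitted curve at half-maximal effect; % of control where 0% means no effect; nearly all actives have a fitted effect of over 45% in size; temperature-sensitive fusion mutants such as fzo1-1 at 37 °C on non-fermentable ethanol glycerol medium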
#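 Compounds are tested for their ability to restore growth of mitochondrial fusion-defective yeast strains at non-permissive 37C in YPEG medium over 48 hours. Viability is quantified by luciferase luminescence.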
# ELG1 DNA repair: ELG1-dependent DNA repair inhibition | AID 504467 | HEK293T ELG1-luciferase reporter, luminescence, 16 h; DNA damage induced by 5-fluorouridine | Potency, µM (titrated, usually from 46.1 µM), without a hit: top-dose activity change, negative = inhibition, actives largely listed as inhibitors | 330,000 compounds, 2.3% hits; also: potency is read from the fitted curve at half-maximal effect; % is scaled to controls: 0 for no effect and ±100 for the full control effect; nearly all actives have a fitted effect of over 55% in size
#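 HEK293T cells expressing luciferase-tagged ELG1 (2,000/well) received 5-Fluorouridine plus compound or DMSO for 16 hr at 37 °C. Luciferase was read by ONE-Glo luminescence after 30 min at room temperature.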
# MBNL1 CUG block: inhibitors of human MBNL1 binding to CUG repeat RNA | TR-FRET MBNL1-His/biotin-(CUG)12 binding, 665/545 ratio | Potency, µM (highest dose often 57.5 µM), for the others: at the top dose activity change, negative = inhibition, most hits filed as inhibitors | 280,000 compounds, 0.036% hits | AID 2675; active = well fitted inhibition curve with a large enough effect in the signal ratio, with a control signal flat, not every such curve was filed as active; inconclusive = small, poorly fitted or top-dose-only effect, or effect the other way, or a change in a side signal; inactive = no such curve, though single readings can be large or run the other way; the % refers to the signal ratio; also: potency is read from the fitted curve at half-maximal effect; % is scaled to controls: 0 for no effect and ±100 for the full control effect
#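 MBNL1-His + Biotin-(CUG)12, cpd titration 92 nM–58 uM; Tb anti-His Ab 0.055 ng/ul, SA-XL665 5 nM (final); 60 min RT; ratiometric 665/545 nm, Ex 340 nm; normalized to buffer and full-complex controls.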
# PKM2 act: PKM2 (human) enzyme activation | P14618 | AID 1631 | Potency, µM (doses to about 57.5 µM), for inactives: at the top dose activation, usual class: activators | 260,000 compounds, 0.34% hits | purified PKM2, Kinase-Glo ATP luminescence, activation; response scale: 0% is enzyme alone, no compound; also: potency is read from the fitted curve at half-maximal effect; % is scaled to controls: 0 for no effect and ±100 for the full control effect; nearly all actives have a fitted effect of over 55% in size
#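 Purified hPK-M2 (>95%) run at intermediate activity with 0.1 mM ADP and 0.5 mM PEP in 50 mM imidazole pH 7.2, KCl, MgCl2; 1 h room temperature. ATP formed read by Kinase-Glo luminescence; normalized to uninhibited and no-enzyme controls.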
# RORg inh: ROR gamma (mouse) transcription inhibition. P51450. Drosophila S2 Gal4-RORgamma UAS-luciferase reporter, 20 h. Potency, µM (series often up to 53.6 µM), for inactives: at the highest dose activity change, negative = inhibition, actives largely listed as inhibitors. 310,000 compounds, 5.4% hits. AID 2551; also: potency is read from the fitted curve at half-maximal effect; % is scaled to controls: 0 for no effect and ±100 for the full control effect; nearly all actives have a fitted effect of over 60% in size
# Target sequence (P51450 whole entry, looked up, the tested form may be a part): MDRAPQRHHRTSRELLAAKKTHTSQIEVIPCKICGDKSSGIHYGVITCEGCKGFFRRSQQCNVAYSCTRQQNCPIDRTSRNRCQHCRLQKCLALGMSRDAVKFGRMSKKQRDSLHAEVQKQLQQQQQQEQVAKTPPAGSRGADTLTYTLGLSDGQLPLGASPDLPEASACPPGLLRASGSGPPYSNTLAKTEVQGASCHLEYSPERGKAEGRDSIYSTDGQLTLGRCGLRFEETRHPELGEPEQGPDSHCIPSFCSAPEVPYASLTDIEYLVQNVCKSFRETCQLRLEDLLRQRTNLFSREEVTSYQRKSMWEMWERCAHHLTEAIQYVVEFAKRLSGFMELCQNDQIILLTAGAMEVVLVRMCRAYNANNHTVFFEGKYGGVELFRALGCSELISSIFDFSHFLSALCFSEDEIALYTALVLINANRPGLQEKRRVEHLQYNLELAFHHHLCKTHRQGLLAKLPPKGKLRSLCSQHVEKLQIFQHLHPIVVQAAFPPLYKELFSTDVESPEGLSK
#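 Stably transfected Drosophila Schneider cells are the test system, with ROR gamma fused to Gal4 and luciferase under UAS control; luminescence is read after 20 hr of 700 uM copper sulfate induction at ambient temperature.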
# NPC1 prom act: activates the NPC1 promoter; Huh7 NPC1 promoter luciferase reporter, 24 h; Potency, µM (doses to about 9.22 µM), without a hit: top-dose activation, most hits filed as activators; 320,000 compounds, 2.4% hits; AID 485313;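 also: potency is read from the fitted curve at half-maximal effect; % of control where 0% means no effect; nearly all actives have a fitted effect of over 60% in size; reporter is driven by a mutant NPC1 promoter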
#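 NPC1 promoter–luciferase Huh7 cells; 24 h compound; luminescence.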
# KCNH2 3.1 block: KCNH2 3.1 (human) potassium channel inhibition; U2OS KCNH2 3.1, thallium flux FluxOr; stronger effect = lower value; activity change, % (tested at about 1.8 µM); 340,000 compounds, 0.95% hits; AID 720553;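 active = maximum activity change below -70%; inconclusive = maximum activity change from -70% to -50%; inactive = maximum activity change above -50%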;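 also: thallium influx rate constant from kinetic fluorescence after stimulation buffer; % is scaled to controls: 0 for no effect and ±100 for the full control effect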
#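 We transduce U2OS cells with the mutant 3.1 virus, culture them overnight, load FluxOr with Red40 quencher for 45 min, then add stimulation buffer and read kinetically for 2 min to derive a normalized rate constant.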
# Active calls of the source: *; u = inconclusive; x = not tested or not shown; [ ] = remark or other dose. Unless noted, calls follow the shape of the dose curve; as a rule, active = well fitted curve in the direction sought with a large enough effect; inconclusive = small, poorly fitted or top-dose-only effect, or another doubt; inactive = no such curve, though single readings can be large; an effect the other way counts as inactive or inconclusive.
SMILES,VP16 counter,Menin-MLL TR inh,Rab9 promoter act,FLuc counter,Mito fusion yeast,ELG1 DNA repair,MBNL1 CUG block,PKM2 act,RORg inh,NPC1 prom act,KCNH2 3.1 block
COc1cc(/C=C2\Oc3cc(O)ccc3C2=O)ccc1O,-6%,x,4µM*,8.5µM*,0%,u,u,-10%,-23%,3.2µM*,-1
S=c1nc(-c2sccc2OCc2ccc(Cl)cc2Cl)[nH][nH]1,4%,6%,1%,u,2%,u,2%,3%,-36%,-1%,-3
O=C(Nc1cccc(-c2nnn(CC(=O)N3CCc4ccccc4C3)n2)c1)C1CCC1,5%,-16%,-3%,-9%,1%,u,-2%,-8%,42%,5%,1
Cc1nc(NCCCO)c(C#N)c2c1COC(C)(C)C2,-8%,1%,5%,0%,-1%,4%,1%,1%,3%,1%,26
COCc1ccccc1C1=CC(=O)C[C@H](c2ccc(F)cc2)C1,x,x,-5%,-1%,19%,-13%,x,x,x,1%,-3
CN(C)c1cccc2c1c(NC(=O)Nc1ccc(F)cc1F)nn2C,7%,x,6%,0%,3%,4%,27%,-21%,-3%,-1%,12
Cc1ccccc1N1C(=O)Cc2ccccc2C1=O,-7%,-4%,-3%,-1%,0%,7%,-17%,24%,18%,0%,2
Cn1cnnc1SCC(=O)c1cc2ccccc2oc1=O,-15%,19%,-6%,-2%,-5%,9%,u,23%,u,-4%,-7
CCOc1ccccc1NC(=O)Cn1nnc(C(=O)NCc2ccco2)c1N,-4%,x,-25%,0%,2%,1%,-11%,-1%,34%,-10%,9
CC(C)(C)NC(=O)c1ccc(Cn2cc(C(F)(F)F)ccc2=O)cc1,12%,3%,1%,-1%,-3%,12%,-2%,0%,-3%,-4%,21
O=C(C1=C(Nc2ccccc2)c2ccccc2S(=O)(=O)N1)c1ccccc1,27%,-1%,2%,-9%,4%,16µM*,13%,-15%,-7%,0%,5
C/C(=C\c1ccccc1)C(=O)Nc1ccc(Cl)cn1,u,8%,0.79µM*,u,-3%,u,-3%,-2%,u,1.8µM*,27
O=C(CN1C(=O)NC(c2ccccc2)(c2ccccc2)C1=O)N1CCOCC1,x,x,-3%,4%,-5%,7%,x,x,x,0%,11
CC(C)NC(=O)Cc1ccc(Br)cc1,14%,0%,x,0%,2%,x,11%,-1%,19%,x,0
S=C(NCc1ccc(Cl)c(Cl)c1)Nc1ccc2c(c1)OCO2,u,u,14%,-2%,21%,8%,u,4%,11µM*,-1%,-10
O=C(OC(C(=O)NC1CCCC1)c1ccc(F)cc1)c1ccno1 (stereo unspecified),-8%,10%,4%,3%,2%,12%,8%,-3%,5%,u,-2
CCOC(=O)C(Cc1c(F)cccc1Cl)c1ccno1 (stereo unspecified),8%,1%,-2%,-2%,-4%,-3%,-7%,0%,-4%,-3%,-3
Cc1ccc(OCc2cc(C(=O)N3CCN(C4CCCC4)CC3)no2)cc1C,-14%,x,28%,u,4%,u,-7%,3%,11%,3%,x
CCc1cccc(OCC(=O)Nc2ccccc2N2CCCC2)c1,x,x,-7%,4%,24%,12%,x,x,x,10%,-7
COc1ccc(CCNC(=O)CCNC(=O)c2ccc(Cl)cc2)cc1OC,-7%,1%,0%,0%,-4%,u,-15%,1%,18%,2%,-4
FC(F)(F)c1cc(N2CCNCC2)c2ccccc2n1,-9%,x,-4%,0%,-1%,11%,x,-8%,-25%,-4%,0
COc1ccc(CCNC(=O)Cc2ccsc2)cc1,19%,x,3%,0%,1%,0%,3%,-6%,-13%,-2%,-1
CCOC(=O)c1c(C)[nH]c(C)c1S(=O)(=O)NCCCN1CCOCC1,-2%,6%,4%,2%,-5%,u,-23%,3%[0.46 µM],-19%,0%,6
Cc1ccc(NC(=O)c2ocnc2C)cc1Cl,5%,6%,3.2µM*,12µM*,3%,u,-2%,-11%,14%,u,11
COc1cccc(N=Nc2c(C)[nH]n(-c3ccccc3)c2=O)c1,u,u,u,11µM*,-6%,u,2%,1%,-2%[1.91 µM],u,-4
COc1ccccc1NC(=O)CSc1nc2ncccc2[nH]1,7%,0%,-1%,-1%,-1%,-4%,-1%,0%,-5%,-2%,-1
O=C(CSc1nnnn1Cc1ccccc1)c1ccc(F)cc1,-13%,x,-1%,0%,-8%,10%,-2%,u,10%,-1%,0
CCCCCNc1nc2sc3c(c2c(=O)n1-c1cccc(Cl)c1)CCN(C)C3,7%,x,-3%,2%,-5%,u,6%,5%,8%,-1%,-13
O=C(NCCN1CCc2ccccc2C1)C1CCN(S(=O)(=O)N2CCC3(CC2)OCCO3)CC1,-6%,1%,-1%,7%,-1%,0%,-4%,-6%,2%,-3%,6
Cn1cccc1/C=C1\SC(=Nc2ccc(O)cc2)NC1=O,7%,x,-6%,u,0%,u,u,2%,2%,23%,6
O=C(NNc1c(Cl)cc(Cl)cc1Cl)c1n[nH]c(=O)c2ccccc12,-4%,x,-15%,-2%,-6%,u,-2%,4%,16%,2%,2
COc1cccc(NC(=O)c2ncn[nH]2)c1,15%,10%,0%,u,-2%,0%,-1%,-6%,u,4%,-5
CSc1nc(N(C)NC(=O)c2ccc(Cl)cc2)c2ccccc2n1,-3%,13%,-20%,-1%,-2%,-20%,u,1%,-18%,-21%,-6
O=C1NC(=O)c2cc(Oc3ccc([N+](=O)[O-])cc3)ccc21,-7%,13%,-3%,4%,7%,2%,u,0%,1%,-2%,9
NC(=O)c1ccc(NC(=O)CNC(=O)c2sc3ccccc3c2Cl)cc1,x,x,-2%,-1%,1%,7%,x,x,x,-2%,-4
COc1ccccc1C(=O)NNC(=O)c1ccc(NC(=O)CC(C)C)cc1,-22%,-2%,9%,-12%,-1%,16%,-29%,2%,-9%,1%,6
COc1ccccc1CN1CCN(Cc2nc(-c3cccs3)no2)CC1,10%,u,20%,u,-4%,u,2%,-2%,6%,14%,-19
COc1ccc(CCNC(=O)C2CCCN2C(=O)Nc2ccccc2)cc1OC (stereo unspecified),5%,3%,0%,-2%,-1%,1%,-9%,-2%,-13%,0%,-15
Cc1ccc(Nc2nc3ccccc3s2)cc1,u,u,0.71µM*,0.85µM*,-2%,u,u,0%,u,1µM*,-2
Cn1cc(CNC(=O)c2cc(-c3ccccc3)nc3ccc(Br)cc23)cn1,u,8%,2%,5.4µM*,x,-2%,53%[activator][11.5 µM],-9%,-9%,0%,-7
N=C(N)N1CCc2ccccc21,-5%,x,-3%,1%,-2%,0%,-5%,-2%,-12%,2%,-11
O=C(CN1C(=O)/C(=C/c2ccccc2F)Sc2ccccc21)NCc1cccnc1,-7%,-14%,-3%,-15%,-5%,u,u,-2%,u,-3%,-6
Cc1csc(NC(=O)CSc2nc3sc(C)c(C)c3c(=O)[nH]2)n1,-3%,9%,3%,0%,-2%,u,0%,-2%,6%,0%,12
COc1ccccc1NC(=O)CN1CCN(c2ccccc2)CC1,-18%,-18%,-2%,-2%,7%,-8%,-2%,-1%,-1%,0%,14
O=C(c1ccc(CS(=O)(=O)c2ccc(Br)cc2)o1)N1CCOCC1,4%,-5%,-6%,1%,-2%,2%,-1%,-3%,17%,-1%,-19
Cc1cc(C)n(-c2ccc(C(=O)OCC(=O)Nc3cc(Cl)ccc3[N+](=O)[O-])cc2)n1,-10%,-7%,2%,-1%,0%,17%,x,-3%,1%,2%,-11
CCn1nc(CC(C)C)cc1C(=O)N1CCCC(Nc2ccc(F)cc2)C1 (stereo unspecified),-4%,x,-7%,8%,-1%,u,1%,x,13%,-2%,-4
Cc1cccc(NC(=O)NCCCCc2ccccc2)c1,1%,38%[activator],8%,u,-2%,u,-3%,-7%,22%,2%,-26
CNC(=O)c1c(NC(=O)c2nc3ccccc3s2)sc2c1CCC2,8.9µM*,u,2µM*,5.4µM*,9%,u,20%,-12%,7.1µM*,u,x
C=CCn1c(SCC(=O)O)nnc1-c1cccs1,3%,3%,0%,4%,-1%,2%,-3%,-1%,-34%,1%,-20

# Only part of the results is shown (hit frequency here may not be typical).
